# HSF1 inh = HSF1 inhibitors in luciferase reporter cells, primary screen, cell-based, NIH3T3, luminescence; AID 2098, 2009; hit rate 0.77% among 300,000; activity change, negative = inhibition, % at 7.5 µM (by protocol); NIH3T3-HGL HSE-luciferase, MG132-induced, luminescence 8 h; stronger effect = lower value;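 active means more than half of replicate wells show activity change below -50%, luminescence cut by over half; inconclusive means some wells, but at most half, below -50%; inactive means no replicate well below -50%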;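 further: luciferase reports HSF-1 transcriptional activity via heat shock element; 0% = median of DMSO wells and -100% = zero luminescence signal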
# AI-2 QS mod = Vibrio harveyi AI-2 quorum sensing modulators, primary screen, JMH597 strain, luminescence/OD600 ratio; Vibrio harveyi JMH597 AI-2 luminescence/OD600 ratio, 9 h; stronger effect = lower value; strain lacks LuxN and CqsS sensors; 0 = neutral-control median; activity change, % at 7.5 µM; hit rate 0.4% among 300,000; AID 2094, 2009; in the data active means activity change below about -75%, passing the limit was not always enough; inconclusive means no clear call, values can overlap the other calls;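 further: luminescence divided by OD600 gain over 9 h not by final OD600 alone; inactives centre near 13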
# IEC-6 cytotox = cytotoxicity in IEC-6 intestinal epithelial cells, primary screen, cytotoxicity control for KLF5 inhibitor project, cell-based, luminescence. IEC-6 cytotoxicity, luminescence viability. inhibition, % at 5 µM. hit rate 0.78% among 290,000; in the data active means inhibition above about 22%;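 further: 0% = plate median of test compound wells and 100% = cytotoxic reference compound wells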
# HIF act = HIF pathway transcriptional activators, primary screen, cell-based, U2OS HRE-luciferase, luminescence; U2OS HRE-luciferase reporter; normalized: DMSO 0%, desferrioxamine 100%; activation, % at 7.5 µM (by protocol); hit rate 0.32% among 300,000;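 active means mean activation of at least 10% of the iron chelator positive control signal, with at least half of replicates also reaching 10%; inconclusive means mean and replicate majority disagree about reaching 10%; inactive means mean and most replicates under 10%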
# aSyn 5UTR inh = MLPCN primary screen, SNCA 5' untranslated region. alpha-synuclein 5'UTR reporter, inhibitor activity. inhibition, % (tested at 7.5 µM). hit rate 0.82% among 300,000. AID 1813, 2009; in the data active means inhibition above about 60%; inconclusive means no clear call, values can overlap the other calls;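 further: H4 neuroglioblastoma cells stably carrying SNCA 5'UTR luciferase fusion; 0% = DMSO wells and 100% = positive control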
# HSF1 activator = HSF-1 activators, primary screen, NIH3T3-HGL cells, MG132 stress, luminescence, single point; AID 504408, 2011; NIH3T3-HGL HSF-1 luciferase reporter, 8 h; 100% = twice DMSO control signal; hit rate 1.7% among 300,000; activation, % at 9 µM;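 active means mean replicate activation of at least 50% with a set share of replicates each reaching 50%; inconclusive means only one of those two conditions met; inactive means mean below 50% and too few replicates reaching it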;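 further: 0% = median of the neutral control wells and 100% = twice that signal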
# KLF5 inh = KLF5 expression inhibitors, primary screen, DLD-1 cells, luminescence. DLD-1 KLF5 promoter-luciferase reporter. inhibition, % at 5 µM. hit rate 0.23% among 290,000;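 active means inhibition above a per-plate limit of that plate's mean compound inhibition plus 3 SD, cut at about 60% in these data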;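 further: 0% = DMSO wells and 100% = LY294002 at 200 µM; higher means less KLF5 promoter-driven luciferase light; inactives centre near -14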
# Platelet DG rel = inhibitors of platelet dense granule secretion, primary screen, cell-based, MLPCN, human platelets; human platelet-rich plasma, SFLLRN dense granule ATP release, luminescence; inhibition, %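 (compounds screened at 7.5 µM in platelet-rich plasma)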; hit rate 0.22% among 300,000; AID 1663, 2009;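 active means mean replicate score, as percent of positive control, at or above 50; inconclusive means mean below 50 but at least one replicate at or above 50; inactive means mean and every replicate below 50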
# SKKanGAS inh = S. pyogenes SKKanGAS growth inhibitors in kanamycin, primary screen, streptokinase expression inhibitor project, SKKanGAS strain, BacTiter-Glo luminescence; 6 h; hit rate 1.3% among 300,000; inhibition, % at 7.5 µM; AID 1662, 2009;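 active means mean replicate score, as percent of positive control median, at least 50; inconclusive means mean below 50 but one replicate at or above 50; inactive means mean and every replicate below 50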;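 further: strain carries kanamycin resistance gene driven by streptokinase promoter and grows in 40 µg/ml kanamycin; loss of luminescence reflects streptokinase promoter inhibition or plain growth inhibition; 0% = median of DMSO wells and 100% = positive control at its reference dose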
# HSP90 refold inh = HSP90 inhibitors, primary screen, cell lysate, luminescence; Heat shock protein HSP 90 (rabbit reticulocyte lysate; luciferase refolding); Rabbit reticulocyte lysate, luciferase refolding luminescence, 3 h; inhibition, % at 5.6 µM; hit rate 0.91% among 290,000; AID 1789, 2009;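 active means inhibition above the screen-wide mean plus 3 SD, computed separately per campaign, cut at about 16% in these data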;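 further: 0% = DMSO wells and 100% = 60 µM geldanamycin wells; inhibitors lower the luminescence because luciferase stays unfolded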
# An asterisk follows results filed as active; u = inconclusive; x = no result given.
SMILES,HSF1 inh,AI-2 QS mod,IEC-6 cytotox,HIF act,aSyn 5UTR inh,HSF1 activator,KLF5 inh,Platelet DG rel,SKKanGAS inh,HSP90 refold inh
O=C(COC(=O)c1cc(Cl)ccc1[N+](=O)[O-])Nc1cccc2ccccc12,7.4,8.2,-3.0,0.3,-8.9,7.7,-22.1,-5.2,8.1,-3.3
CC(=O)c1cccc(NC(=O)C(C)OC(=O)C2CCC2)c1 (stereo not given),0.2,22.8,7.6,-0.1,3.4,24.1,-9.1,2.8,-1.7,4.3
COc1ccc(NC(=O)COc2ccc3oc(=O)cc(C)c3c2)cc1,-5.2,16.3,-8.0,0.2,3.2,9.5,-0.2,-16.8,-13.2,-3.6
COc1cc(OC)cc(C(=O)Nc2ccc(NC(=O)c3ccco3)c(Cl)c2)c1,6.9,30.7,1.2,1.1,-46.0,7.9,-38.6,7.9,5.9,1.7
C#Cc1ccc([C@H]2C=C(C(=O)O)O[C@@H](OCc3ccc(CO)cc3)C2)cc1,0.6,4.0,4.9,1.1,7.3,3.9,11.2,4.6,1.3,8.4
CCNc1nc(NCC)nc(N/N=C/c2ccc(N(C)C)cc2)n1,-9.2,15.3,6.0,0.0,-3.1,-4.0,9.3,-4.0,-12.3,1.6
CCOc1ccc(NS(=O)(=O)c2cc(NC(=O)CCC(=O)c3cccs3)ccc2Cl)cc1,6.4,33.0,0.2,-0.6,-7.1,9.0,-24.4,-11.9,20.4,3.6
CC(=O)c1ccc(S(=O)(=O)Nc2ccc(-c3ccc4nncn4n3)cc2)cc1,2.6,6.6,x,-0.4,-1.5,-1.4,x,5.2,6.3,x
O=C(CCN1C(=O)C2CC=C(Cl)CC2C1=O)NCc1ccccc1 (stereo not given),2.3,9.0,-6.7,-0.4,-7.1,-5.2,-6.9,12.1,-4.3,-2.6
Cc1ccc(CNC(=O)COc2ccc3c(c2)CCC3)cc1,x,28.0,0.4,x,22.1,x,-36.5,0.9,-0.9,-5.0
CCn1c2ccccc2c2cc(NC(=O)c3cccc([N+](=O)[O-])c3)ccc21,15.0,26.2,x,0.3,-12.0,4.4,x,5.2,1.0,x
Cc1ccc(NC(=O)CN2C(=O)NC3(CCC(C)CC3)C2=O)c(Cl)c1 (stereo not given),-2.8,7.6,4.7,0.7,-11.4,6.9,-21.1,5.5,7.3,-3.8
CC(C)c1ccc(NC(=O)Cc2ccc(NC3=NC4CS(=O)(=O)CC4S3)cc2)cc1 (stereo not given),-28.4,24.7,3.9,0.1,5.0,-45.0,-3.8,-4.7,-2.5,0.6
CCc1ccc(OC(C)C(=O)N(Cc2ccccc2)C2CCS(=O)(=O)C2)cc1 (stereo not given),9.1,4.0,0.3,-0.2,14.5,42.5,-12.4,22.4,1.7,2.1
CCOC(=O)CN1C(=O)c2ccccc2C1=O,2.7,12.3,-8.3,-0.3,-4.6,-9.8,5.2,1.6,5.1,0.8
CC(=O)Nc1ccc2nc(CN3CCN(Cc4ccc(F)cc4)C(CCO)C3)ccc2c1 (stereo not given),2.6,2.6,-0.5,-0.4,-14.5,8.7,-18.2,0.0,-5.1,0.7
COc1cc(C2=NOC(C(=O)Nc3cc(C)on3)C2)cc(OC)c1OC (stereo not given),-9.0,8.1,-3.4,0.5,0.1,-7.6,-0.2,-0.1,-6.7,-2.9
Cc1n(Cc2ccccc2)c2ccccc2[n+]1Cc1ccccc1,-3.3,23.2,0.2,-0.4,-22.1,-15.0,-13.6,-13.6,-1.2,-0.8
O=C(c1ncn[nH]1)N1CCN(c2nc(-c3ccccc3)cs2)CC1,0.4,8.9,1.2,0.8,-51.3,19.0,-16.5,-0.6,-7.9,-0.4
CCC(C)NC(=O)CCSCCC(=O)NC(C)CC (stereo not given),-4.4,12.9,1.4,-0.1,0.0,7.8,4.1,1.9,-1.3,0.1
Cc1ccc2nc(-c3ccc(NS(=O)(=O)c4ccc(F)cc4)cc3)sc2c1,4.9,33.4,-0.4,3.1,-133.5,20.0,-74.4,2.6,76.1*,1.3
Cn1c(CNC(=O)c2ccccc2)nnc1SCC(=O)Nc1nccs1,2.8,11.1,-5.8,0.0,4.5,-1.3,-4.7,-2.7,-0.3,-4.0
COc1ccc([C@@H]2[C@@H]3C(=O)N(C(C)(C)C)C(=O)[C@@H]3[C@]3(C)C(=O)N(c4cccc(Cl)c4)C(=O)N23)cc1,9.4,3.4,x,-2.1,-28.8,3.1,x,-4.7,-2.9,x
Cc1ccc2[nH]c(C)c(CCNC(=O)c3cc4cc([N+](=O)[O-])ccc4oc3=O)c2c1,5.5,30.8,0.0,-0.3,35.9,-16.7,-6.0,3.2,5.9,-2.0
O=C(NCc1ccccc1)C(c1cccs1)N(Cc1cccs1)C(=O)c1cnccn1 (stereo not given),-4.8,5.6,5.5,-0.4,23.9,-2.4,-4.2,-6.4,3.5,-0.3
COc1cc(C(=O)O)cc(NC(=O)c2ccco2)c1OC,-5.0,16.0,-4.0,-0.1,-9.3,-7.0,-4.9,-0.4,1.3,-1.1
Nc1nc(Nc2ccccc2)n[nH]1,-2.4,23.5,-2.5,0.8,-8.9,9.3,-6.3,2.3,-1.3,0.2
Nc1ccc(O)c2ccccc12,-3.9,28.6,x,0.7,2.3,14.6,x,7.0,10.2,x
CN(CCn1ccnc1)Cc1cn(-c2ccccc2)nc1-c1ccc2c(c1)OCO2,2.9,16.2,-3.3,1.4,-3.5,39.0,-18.6,6.6,1.8,-1.5
Cc1ccccc1C(=O)N1CCN(c2ccc(NC(=S)NC(=O)c3ccco3)cc2)CC1,11.8,31.0,6.3,0.3,14.0,-0.4,-32.6,-0.9,7.7,-1.4
CCOc1c2ccc(C(=O)N[C@H](C)C3CCCCC3)cc2nn1CC,-1.0,27.7,-1.5,-0.6,23.7,6.7,1.3,2.7,1.4,-0.3
CN(C)C(=S)SCC(=O)NC(=O)NC(C)(C)C,-2.2,28.2,3.0,0.8,-6.3,-9.9,-15.6,-2.4,-4.6,2.6
O=C(CCn1c(=O)sc2ccccc21)NCc1ccco1,-3.9,11.3,-2.4,-0.4,33.8,1.6,-35.4,-12.2,-1.9,2.1
CCCOC1CCCN(C(=O)c2cc(COc3cncc(Cl)c3)on2)C1 (stereo not given),0.2,-0.6,4.1,1.4,-219.4,4.1,-148.5,-4.1,0.2,-2.8
Cc1cccc(NS(=O)(=O)c2ccc3[nH]c(=O)cc(C(=O)O)c3c2)c1,-1.9,13.9,-17.8,0.1,1.9,0.7,-8.5,-2.3,6.2,4.5
Cc1ccc(C)c(CSC2=NCCN2C(=O)Cc2ccc([N+](=O)[O-])cc2)c1,5.7,8.6,-5.4,-0.3,-18.3,27.9,-14.0,-2.5,2.8,-0.3
Cc1cc([N+](=O)[O-])ccc1-c1ccc(C2Nc3ccccc3C(=O)N2O)o1 (stereo not given),0.5,x,7.2,0.1,82.6*,12.5,-11.9,1.7,-4.1,0.3
CCOc1ccc(CC(=O)N2CCN=C2SC)cc1,-5.9,19.6,-0.5,-0.1,14.8,-7.2,-8.1,3.8,3.2,-1.6
C=CCn1c(N)cc(=O)nc1SCC(=O)Nc1ccccc1C(N)=O,-0.1,7.3,-5.8,-0.4,-22.2,2.1,-11.2,-9.7,1.2,-4.4
CC(=O)c1cccc(-n2nnnc2SCC(=O)NNC(=O)C(C)C)c1,0.4,33.6,-0.9,-0.6,21.2,-4.5,-18.4,7.7,x,3.3
O=C(CCCCCN1C(=O)c2ccccc2C1=O)NC1CCCC1,0.0,15.7,-8.7,-0.2,-1.8,5.8,-29.2,-4.8,4.6,1.7
CCCCN(CC)C(=O)Cn1ncc2c3ccccc3n(CCC)c2c1=O,-5.1,6.5,1.9,1.0,-4.4,2.7,-21.6,4.1,1.3,1.7
CCOC(=O)C1(CC2CCCCO2)CCN(C(=O)Nc2cccc(SC)c2)CC1 (stereo not given),8.2,11.6,-0.2,0.4,-32.1,22.2,-8.7,-5.0,-16.1,-4.8
COc1cc(SSc2cc(OC)cc([N+](=O)[O-])c2N)c(N)c([N+](=O)[O-])c1,37.7,-1.6,-1.8,-1.8,6.5,87.8*,-13.5,5.5,13.5,5.6
O=C(Nc1cccc(NC(=O)c2ccco2)n1)c1ccco1,-9.8,x,1.9,-0.9,-10.6,-11.0,-17.4,-6.3,-2.5,2.3
CCn1c(-c2cc(-c3cccc(OC)c3)nc3ccccc23)n[nH]c1=S,-2.1,14.1,-5.3,-0.1,-14.8,28.6,-15.0,-5.1,10.5,4.4
O=C(Nc1ccccc1)N1CCc2ccccc21,24.7,26.5,-1.8,4.3,-117.2,u,-174.7,33.3,-1.0,7.1
COC(=O)C1=C(C(=O)OC)[C@@H]2N(Cc3ccccc3)c3ccccc3[C@@]23C[C@@H](C(=O)OC)N(C(=O)NC(C)(C)C)C3=N1,-4.6,9.6,x,0.2,8.3,11.4,x,1.9,0.3,x
COc1ccc(-n2nnnc2CNC(=O)C(=O)c2c(C)[nH]c3ccccc23)cc1,-1.6,7.6,x,1.3,8.4,4.7,x,2.0,-0.5,x
COc1ccc(C(=O)N2CCn3c(C)ccc3C2C)cc1 (stereo not given),6.5,20.2,-4.4,-0.5,11.6,8.0,-11.4,-1.3,-7.4,-0.4
CCOc1ccc(CNC(=O)C2CCCN(c3nnc(C)c4c(C)n(-c5ccccc5)nc34)C2)cc1 (stereo not given),0.6,15.7,4.9,0.8,-26.2,-8.9,21.6,-7.0,3.7,3.8
O=S(=O)(Nc1ccccn1)c1ccc(Oc2ccccc2)cc1,5.1,21.1,-7.4,-1.1,12.8,17.5,-0.7,-3.3,0.9,-4.1
Cc1ccc(CNC(=O)/C=C/c2ccc(Br)o2)cc1,19.2,-93.9*,-10.9,0.1,-4.9,35.0,-33.3,-3.9,0.0,-1.7
CN1CCN(C(=O)CCCOc2ccc(Cl)cc2Cl)CC1,3.7,-7.0,-3.3,0.2,-12.8,0.8,-8.7,1.3,-0.1,7.5
CCc1ccccc1NC(=S)/N=C(\N)Nc1nc(C)c2cc(C)ccc2n1,-1.8,7.1,-0.9,-0.4,41.7,10.5,8.7,-24.9,-5.6,3.0
CCOc1ccc(NC(=S)N2CCN(c3ccc(N4CCOCC4)nn3)CC2)cc1,-8.2,-3.4,5.7,-0.1,-1.4,14.7,-13.3,-11.1,-15.5,6.3
CC(=O)Nc1ccc(C(=O)NCC2CCCCC2)cc1,7.7,13.4,-0.2,1.1,-2.0,5.9,-51.0,14.3,-2.3,2.7
CCC1CCCCN1C(=O)c1cc2cc(Br)ccc2oc1=O (stereo not given),4.8,14.3,2.1,-0.2,31.5,-8.8,-51.6,5.6,-3.3,-0.1
